# Diaphorase inh: inhibits diaphorase or chemically oxidizes, flagging diaphorase assay artifacts. diaphorase resazurin-to-resorufin fluorescence, NADH, 16 min; bacterial (C. kluyveri) enzyme, not human. inhibition, % at 20 µM. 190,000 tested, 0.69% active;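 active means primary screen inhibition at 20 µM above a set limit, cut at about 50% in these data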;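 further: plate controls were DMSO with full reaction for no effect and wells lacking NADH for full effect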
#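 material = Clostridium kluyveri diaphorase enzyme | amount = 0.14 U/mL diaphorase, enzyme working solution | schedule = incubation 16 min, room temperature | detection = fluorescence of resorufin formed from resazurin, Ex 544/Em 590 nm | benchmarks = positive control minus NADH, DMSO neutral control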
# PMI act hi M6P: PMI (human) activation, high substrate; 190,000 tested, 0.34% active; AID 1216; coupled PMI enzyme assay, resazurin fluorescence, 20 min; stronger effect = higher value; 1 = untreated enzyme, 0 = substrate-free blank; P34949; activation factor at 20 µM;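 active means activation factor of 2 or more at 20 µM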
# Target sequence (P34949 whole entry, looked up): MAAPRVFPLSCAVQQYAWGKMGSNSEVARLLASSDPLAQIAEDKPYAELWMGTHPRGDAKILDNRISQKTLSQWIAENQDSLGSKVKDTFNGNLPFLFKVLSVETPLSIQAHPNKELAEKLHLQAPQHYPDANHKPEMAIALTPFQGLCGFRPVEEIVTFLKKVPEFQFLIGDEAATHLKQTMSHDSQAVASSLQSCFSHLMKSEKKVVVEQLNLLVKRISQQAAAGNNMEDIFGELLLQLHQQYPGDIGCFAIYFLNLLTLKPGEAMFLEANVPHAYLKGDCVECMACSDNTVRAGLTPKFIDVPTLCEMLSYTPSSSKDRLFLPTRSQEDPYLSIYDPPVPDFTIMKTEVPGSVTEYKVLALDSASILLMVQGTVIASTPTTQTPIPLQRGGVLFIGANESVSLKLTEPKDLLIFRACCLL
#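 Test system: human phosphomannose isomerase with PGI, G6PDH, diaphorase coupling enzymes / Doses: 20 µM compound, 1% DMSO / Times: enzyme reaction with compound 20 min at room temperature / Measured by: Diaphorase-driven resazurin-to-resorufin fluorescence, excitation 544, emission 590 nm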
# TR-FRET SRC-2 ct: flags TR-FRET format artefacts in PPARgamma SRC-2 recruitment agonist screen; AID 1049; TR-FRET ratio at 8 µM; 200,000 tested, 0.4% active; TR-FRET artefact counter-screen; stronger effect = higher value; in the data active means TR-FRET ratio above about 2000; further: inactives centre near 1500
# S1P3 antagonist: antagonists of human S1P3 receptor; Q99500; CHO S1P3 NFAT-BLA reporter, FRET fluorescence, antagonist mode; 170,000 tested, 0.27% active; AID 485; inhibition, % at 4.98 µM;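 active means inhibition above the plate cutoff, the mean inhibition of test wells on that plate plus 3 SD, cut at about 28% in these data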;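 further: cells challenged with S1P at its EC80 of 0.8 µM; blue over green emission ratio from cleaved BLA substrate after 4 h stimulation; 0% = S1P-stimulated wells and 100% = unstimulated DMSO-only wells; some compounds past the cut are filed as inactive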
# PPARg SRC-2 ag: promotes SRC-2 coactivator recruitment by human PPARgamma | activation, % at 8 µM | P37231 | 200,000 tested, 0.34% active | PPARgamma LBD-SRC-2 recruitment, biochemical; in the data active means activation above about 22%;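 further: 0% = vehicle and 100% = reference agonist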
# Target sequence (P37231 whole entry, looked up, the tested form may be a part): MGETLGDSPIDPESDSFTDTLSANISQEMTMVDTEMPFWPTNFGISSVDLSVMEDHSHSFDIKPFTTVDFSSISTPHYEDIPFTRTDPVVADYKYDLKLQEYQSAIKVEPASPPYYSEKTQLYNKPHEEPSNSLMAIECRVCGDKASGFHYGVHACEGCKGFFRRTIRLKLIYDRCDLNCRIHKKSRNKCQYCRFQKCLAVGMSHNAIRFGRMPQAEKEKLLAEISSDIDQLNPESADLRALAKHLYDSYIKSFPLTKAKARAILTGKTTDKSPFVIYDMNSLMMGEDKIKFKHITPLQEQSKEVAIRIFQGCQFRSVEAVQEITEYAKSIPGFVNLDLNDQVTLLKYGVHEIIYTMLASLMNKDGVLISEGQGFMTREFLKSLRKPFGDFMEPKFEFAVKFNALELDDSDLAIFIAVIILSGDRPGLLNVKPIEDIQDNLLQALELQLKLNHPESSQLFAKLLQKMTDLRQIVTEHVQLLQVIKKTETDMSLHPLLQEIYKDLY
# Diaphorase act: activates diaphorase or chemically reduces, flagging diaphorase assay artifacts; Diaphorase/resazurin coupled assay, resorufin fluorescence, 16 min; stronger effect = higher value; 1 = vehicle wells, 0 = NADH-free wells; activation factor at 20 µM; 190,000 tested, 0.005% active;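 active means diaphorase activity raised at least twofold by the compound at 20 µM; inactive means activation factor below 2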
#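 Material: purified diaphorase enzyme from Clostridium kluyveri; Also added: 0.114 mM NADH and 0.1 mM resazurin, final amounts; Doses: single compound dose of 20 µM, 1% DMSO final; Times: 16 min enzyme reaction, ambient temperature; Detection: resorufin fluorescence, excitation 544 nm, emission 590 nm; Measure: increased resorufin signal from activators or reducing compounds.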
# G6PDH counter: counter-screen for G6PDH assay hits: L. mesenteroides G6PDH inhibition; Purified L. mesenteroides G6PDH, diaphorase/resazurin coupled fluorescence, 45 min; inhibition, % at 5 µM; 200,000 tested, 0.12% active; AID 1020; in the data active means inhibition above about 50%
# ROMK mod: modulators of human ROMK potassium channel | Tet-inducible ROMK, thallium flux fluorescence; actives lie on both sides | B-score at 10 µM | 130,000 tested, 2% active | AID 1918;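 active means signal ratio slope over the read window, or its plate-corrected B-score, at least 3 SD from the plate mean, either direction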;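 further: B-score of the F/F0 ratio slope over 7 to 12 s after thallium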
# PPARg SRC3 recr: promotes SRC-3 coactivator recruitment by human PPARgamma; P37231; biochemical PPARgamma/SRC-3 coactivator recruitment assay; activation, % at 8 µM; 200,000 tested, 0.26% active; AID 731; in the data active means activation above about 23%;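 further: 0% = DMSO and 100% = reference agonist; some compounds past the cut are filed as inactive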
# PPARg SRC1 recr: promotes SRC-1 coactivator recruitment by human PPARgamma; P37231; PPARgamma-SRC-1 coactivator recruitment biochemical assay; activation, % at 8 µM; 200,000 tested, 0.41% active; in the data active means activation above about 19%;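 further: 0% = DMSO and 100% = reference agonist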
# PMI activator: activators of human phosphomannose isomerase. P34949. purified human PMI, coupled resazurin fluorescence, 20 min; stronger effect = higher value; 1 = vehicle control, 0 substrate-free wells. activation factor at 20 µM. 190,000 tested, 0.005% active. AID 1214;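 active means activation factor of 2 or more at 20 µM, relative to plate controls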
# The depositor's hits bear a star; / = not tested or not shown.
SMILES,Diaphorase inh,PMI act hi M6P,TR-FRET SRC-2 ct,S1P3 antagonist,PPARg SRC-2 ag,Diaphorase act,G6PDH counter,ROMK mod,PPARg SRC3 recr,PPARg SRC1 recr,PMI activator
CC(=O)OC1COC(N2CCc3ccccc32)C(OC(C)=O)C1OC(C)=O (stereo not given),13,1,1627,11,-7,0.9,-4,/,-3,-5,0.9
O=c1c(Cc2c(F)cccc2Cl)c(O)ccn1C1CC1,6,1,1726,-17,7,0.9,11,0.3,3,2,1.1
CCOC(=O)c1noc(C)c1C(=O)Nc1nc(C)cc(C)n1,2,1.1,1576,7,1,1,1,0.81,4,-3,1.2
CN(CCC#N)C(=O)COC(=O)c1ccccc1OCc1ccccc1Cl,10,1.1,1402,-7,-5,0.9,1,0.17,-1,-4,1.1
CCOC(=O)N1CCN(C(=O)CN(Cc2ccccc2)S(C)(=O)=O)CC1,13,0.9,1645,-14,11,0.9,3,0.78,-6,-1,0.9
CCc1c(C)nc(SCC(=O)N2C(C)CCCC2C)[nH]c1=O (stereo not given),17,1,1433,-22,-6,0.8,6,0.075,-5,9,1
CCOC(=O)c1ccc(NC(=O)c2ccc(NC(=O)c3ccccc3)cc2)cc1,8,1,1612,/,6,0.9,2,-0.19,-1,4,1
O=C(CCCC(=O)OCC(=O)c1cccs1)Nc1ccc(F)cc1,12,1,1479,-4,1,0.9,7,0.24,10,6,0.9
O=C(C1=C[C@@H](C2CC2)C[C@@H](OCc2ccc(CO)cc2)O1)N1CCN(Cc2ccccc2)CC1,8,1.1,1477,-1,-4,0.9,10,/,-2,-9,1
CC(C)CCN1CC(C(=O)NCc2ccc(F)cc2)CC1=O (stereo not given),14,0.9,1579,14,6,0.9,16,-0.81,3,7,0.9
O=C(Cc1ccccc1)NC(=S)Nc1ccc(N2CCCCC2)cc1,18,0.9,1388,26,-7,0.8,6,/,1,-3,0.9
CC(=O)Nc1ccc(S(=O)(=O)N2CCSC2c2ccc(Cl)cc2)cc1 (stereo not given),24,1,1647,5,13,0.8,1,/,-2,-7,0.9
CCCNC(=O)C(CC)NS(=O)(=O)c1ccc(OC)cc1 (stereo not given),21,1.1,1497,2,13,0.8,1,0.27,44*,7,1
CCCN1C(=O)/C(=C/c2ccc(C)o2)SC1=Nc1ccc(OCC)cc1,17,1.1,1512,/,5,0.8,-5,0.0024,2,5,0.9
O=C1NN(c2ccccc2)C(=O)/C1=C\c1cccn1-c1ccc(Cl)c([N+](=O)[O-])c1,14,1,1747,/,-2,0.9,4,0.084,-4,1,1
Cc1cc(=O)[nH]c(S/C=C/c2ccccc2)n1,-1,1,1394,-24,9,1,-1,/,6,5,1
Oc1cc2ccccc2cc1-c1nnc2n1-c1ccccc1SC2,12,0.9,1660,/,19,0.9,-2,0.27,4,2,0.9
CCOc1ccc(CC(=O)N2CCN=C2SC)cc1,3,0.9,1438,-18,1,1,-1,/,-1,-5,1
C/C(=N\NC(=O)CCCCCNC(=O)c1ccccc1)c1ccccc1O,6,1.2,1397,-20,-5,0.9,-2,-0.66,-1,0,1.1
Nc1ccc(C(=O)O)cc1[N+](=O)[O-],11,1,1755,-5,12,0.9,0,-0.2,3,1,1.1
Cc1cc(C)cc(N=Cc2c(O)c3ccccc3oc2=O)c1,10,1,1701,-7,-1,0.9,-2,/,-2,-5,1.1
CC(=O)c1cc(CC=C(C)C)c(O)cc1O,16,1,1571,/,-9,0.8,5,/,0,7,1
Cc1cc(-c2cccc([N+](=O)[O-])c2)nc2ccc3ccccc3c12,5,1.1,1492,/,1,0.9,7,/,-5,12,1.1
CC(=O)COc1ccc2c(-c3ccccc3)cc(=O)oc2c1,17,0.8,1557,0,0,0.8,-1,0.48,0,-5,1
CCOc1ccccc1C1C(C(=O)OC)=C(N)OC2=C1C(=O)CCC2 (stereo not given),5,1,1530,-7,3,0.9,2,/,-4,-3,1
Cc1ccc(CN(c2ccc(C(=O)NCc3ccccn3)cc2)S(C)(=O)=O)cc1,9,1,1636,/,4,0.9,-9,0.36,0,2,1
CCN(CC)CCn1c(=N)n(CC(O)c2ccco2)c2ccccc21 (stereo not given),-10,1,1595,5,4,1.1,14,-0.25,3,0,1
Cc1cccc(C)c1NC(=O)NC1CC2CCC(C1)N2Cc1cccs1 (stereo not given),-2,1,1704,/,0,1,24,/,3,6,1
O=C(C[n+]1cccc(CNC(=O)c2ccc(OC(F)F)cc2)c1)Nc1ccccc1Cl,13,1.1,1629,-5,2,0.9,9,/,2,-4,1
CCC(CC)NC(=O)COC(=O)c1ccc(OCc2ccc(C(C)=O)cc2OC)c(OC)c1,10,0.8,1713,-5,5,0.9,0,-0.14,0,7,0.9
O=C(CP(=O)(c1ccccc1)c1ccccc1)N/N=C/c1cc(Br)cc(Br)c1O,7,1.2,1544,5,3,0.9,-21,/,-3,5,1.1
CC(C)C12CN3CC(C(C)C)(CN(C1)C3(C)C)C2=O,12,1,1539,-37,2,0.9,19,/,-2,2,0.9
NC(=O)c1cc[n+](CC2=C(C(=O)O)N3C(=O)[C@@H](NC(=O)C(c4ccccc4)S(=O)(=O)[O-])[C@H]3SC2)cc1 (stereo not given in full),13,1,1525,-2,5,0.9,11,/,-3,0,1
CCc1nc(NCCCN2CCOCC2)c2oc3ccccc3c2n1,5,1,1628,-3,-1,1,-15,/,-5,-4,1
CC(C)(C)NC(=O)c1ccnc(C(C)(C)C)c1,5,1,1482,/,6,0.9,5,-0.74,4,2,1
CCCCCOc1ccc(C(=O)NCC2(c3ccccc3)CCOCC2)cc1,5,0.9,1663,/,7,0.9,10,/,0,-2,0.9

# Looked up one by one from the list above:
SMILES,Diaphorase inh,PMI act hi M6P,TR-FRET SRC-2 ct,S1P3 antagonist,PPARg SRC-2 ag,Diaphorase act,G6PDH counter,ROMK mod,PPARg SRC3 recr,PPARg SRC1 recr,PMI activator
O=C(C[n+]1cccc(CNC(=O)c2ccc(OC(F)F)cc2)c1)Nc1ccccc1Cl,13,1.1,1629,-5,2,0.9,9,/,2,-4,1
Cc1ccc(CN(c2ccc(C(=O)NCc3ccccn3)cc2)S(C)(=O)=O)cc1,9,1,1636,/,4,0.9,-9,0.36,0,2,1
CC(C)(C)NC(=O)c1ccnc(C(C)(C)C)c1,5,1,1482,/,6,0.9,5,-0.74,4,2,1
O=C(CP(=O)(c1ccccc1)c1ccccc1)N/N=C/c1cc(Br)cc(Br)c1O,7,1.2,1544,5,3,0.9,-21,/,-3,5,1.1
CC(C)C12CN3CC(C(C)C)(CN(C1)C3(C)C)C2=O,12,1,1539,-37,2,0.9,19,/,-2,2,0.9

# Next entries follow.
SMILES,Diaphorase inh,PMI act hi M6P,TR-FRET SRC-2 ct,S1P3 antagonist,PPARg SRC-2 ag,Diaphorase act,G6PDH counter,ROMK mod,PPARg SRC3 recr,PPARg SRC1 recr,PMI activator
CCOC(=O)N1CCN(C(=O)COc2ccccc2[N+](=O)[O-])CC1,-12,1,1577,2,2,1.1,12,0.023,0,10,1.2
CC12CN(Cc3ccccc3)CC(C)(CN(Cc3ccccc3)C1)C2=NO,0,1.1,1703,-19,3,1,1,-3.2*,0,7,1.1
O=C(Cn1cnc([N+](=O)[O-])n1)N/N=C/c1ccc(O)cc1O,16,1.1,1684,-59,3,0.8,7,0.58,4,8,0.9
CC(C(=O)N1CCN(C2c3ccccc3-c3ccccc32)CC1)N1C(=O)c2ccccc2C1=O (stereo not given),3,1.1,1569,-12,2,1,6,-0.41,3,0,1.1
CCOC(=O)N1CCC(Nc2c(Nc3cccc(CC)c3)c(=O)c2=O)CC1,-2,1.1,1604,2,9,1,6,-0.03,-1,3,1
CCNC(=O)CC1S/C(=N/N=C(\C)c2ccccc2)NC1=O (stereo not given),0,0.9,1537,-16,-6,1,7,1.1,-4,-7,1
O=C(NC1CC1)c1ccc(-n2cccc2)cc1,8,1.1,1739,-15,-1,0.9,3,0.98,2,5,1
Cc1cc(C)cc(NC(=O)CN(C)S(=O)(=O)c2cccc3nsnc23)c1,2,1,1453,8,1,1,7,0.86,3,2,1
CCC(=O)NC(=S)NNC(=O)c1ccc([N+](=O)[O-])cc1,6,0.9,1315,/,-4,0.9,3,1.3,-5,-10,0.8
CCn1c(C2CC(=O)N(c3ccc(C)c(C)c3)C2)nc2ccccc21 (stereo not given),22,0.9,1447,-10,-4,0.8,-21,/,-3,3,0.8
COc1cccc(/C=N/Nc2cc(-n3nc(C)cc3-c3ccccc3)ncn2)c1O,0,1.1,1639,-3,6,1,20,-0.49,-2,2,1
c1ccc(CN2CCC(N=C3NN=C(c4ccc5c(c4)OCCO5)CS3)CC2)cc1,-6,0.9,1674,13,10,1.1,0,-1.4,3,2,0.8
Cc1ccccc1N(C(=O)Cc1cccs1)C(C(=O)NC1CCCCC1)c1cn(C)nc1C (stereo not given),15,1,1587,-6,-4,0.9,2,0.17,2,1,0.9
CCCOc1cccc(C(=O)NC(=S)Nc2ccc(N3CCN(C)CC3)cc2)c1,49,1,1595,6,7,0.5,15,0.65,7,3,0.9
O=C(Nc1cccc2ncccc12)c1ccc(-c2ccc(Cl)cc2Cl)o1,11,0.9,1508,/,-8,0.9,-4,/,-5,-3,0.9
COc1ccc(Cl)cc1NC(=S)NNC(=O)c1cccs1,4,1,1723,-12,-5,1,15,0.12,1,13,1
Cc1sc2nc(C(C)(C)C)oc(=O)c2c1C,5,1.1,1529,/,5,0.9,0,0.77,3,1,1.1
CC(C)n1c(N2CCN(C(=O)Nc3ccc(F)cc3F)CC2)nc2ccccc21,-12,1.1,1335,/,-9,1.1,17,/,10,2,1.1
CCOC(=O)c1cnc2ccc(C(=O)OC)cc2c1NCCN1CCOCC1,3,0.9,1789,-14,4,1,2,0.021,-3,6,0.9
CCOC(=O)C(NC(=O)NCc1ccccc1)(OCC)C(F)(F)F (stereo not given),14,1,1697,-8,2,0.9,1,1.4,0,4,1
O=C(NCCS(=O)c1ccc(Cl)cc1)c1cccc(Cl)c1 (stereo not given),-1,1.1,1593,-20,0,1,-2,0.29,5,8,1
O=C(C1=C[C@H](c2ccccc2)C[C@H](OCCCCO)O1)N1CCN(Cc2ccc3c(c2)OCO3)CC1,-8,1,1432,12,-8,1.1,7,/,-1,2,1
O=C(CSc1nnc(-c2ccccc2)n1C1CCCCC1)N1CCCC1,10,0.9,1403,-5,5,0.9,-2,/,-3,-1,0.9
O=C(c1cnn2ccccc12)N(Cc1ccco1)C1CCCC1,9,1,1571,-6,-10,0.9,1,/,-12,-1,1

# Screens: PubChem, several laboratories
